CHO-K1 Ca antag: counter-screen for M1 antagonists: effect in parental CHO-K1 cells; ATP-induced calcium, Fluo-8 fluorescence; inhibition, % at 3 µM; 360,000 tested, 0.6% active; AID 602250;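 active = inhibition above a per-plate cutoff, the plate's mean sample inhibition plus 3 SD, cut at about 24% in these data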;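 note: 0% = DMSO plus EC80 ATP and 100% = DMSO alone without ATP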
M1 ag: agonists of human M1 muscarinic receptor | CHO-K1 hM1, Fluo-8 calcium fluorescence, agonist mode; 0% DMSO, 100% acetylcholine EC100 | AID 588814 | P11229 | 360,000 tested, 0.33% active | activation, % at 3 µM;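 active = activation above the run's mean compound activation plus 3 SD, cut at about 16% in these data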;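 note: peak over basal fluorescence ratio within a 140 s kinetic read after compound addition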
Target sequence (P11229 whole entry, looked up): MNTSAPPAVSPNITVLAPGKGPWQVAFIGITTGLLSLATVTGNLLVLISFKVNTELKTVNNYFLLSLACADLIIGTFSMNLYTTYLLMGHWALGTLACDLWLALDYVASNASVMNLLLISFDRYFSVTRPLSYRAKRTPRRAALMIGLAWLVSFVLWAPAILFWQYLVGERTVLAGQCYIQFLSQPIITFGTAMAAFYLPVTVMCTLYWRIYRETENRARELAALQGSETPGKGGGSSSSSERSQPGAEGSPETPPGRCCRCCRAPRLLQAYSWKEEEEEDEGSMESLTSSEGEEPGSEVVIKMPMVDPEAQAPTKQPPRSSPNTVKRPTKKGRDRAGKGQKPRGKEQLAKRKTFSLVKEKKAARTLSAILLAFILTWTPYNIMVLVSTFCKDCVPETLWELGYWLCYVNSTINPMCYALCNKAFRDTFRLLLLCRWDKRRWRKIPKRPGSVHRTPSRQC
M1 antag: human CHRM1 antagonism | CHO-K1 hM1, Fluo-8 calcium fluorescence, ACh EC80 antagonist | 360,000 tested, 1.3% active | P11229 | inhibition, % at 3 µM;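 active = percent inhibition above its own plate's cutoff, namely the mean of that plate's compound wells plus 3 SD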;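 note: peak over basal fluorescence ratio during 140 s after agonist addition; 0% = ACh EC80 plus DMSO and 100% = DMSO alone without agonist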
CHRM4 antagonist: CHRM4 antagonism in calcium assay | P08173 | CHO-hM4 cells, ACh EC80, Fluo-8 calcium fluorescence | inhibition, % at 3 µM | 360,000 tested, 0.73% active | AID 624125;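 active = inhibition above its plate's cutoff, the mean inhibition of sample wells plus 3 SD, cut at about 27% in these data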;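 note: 0% = acetylcholine EC80 with DMSO and 100% = DMSO without agonist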
Target sequence (P08173 whole entry, looked up): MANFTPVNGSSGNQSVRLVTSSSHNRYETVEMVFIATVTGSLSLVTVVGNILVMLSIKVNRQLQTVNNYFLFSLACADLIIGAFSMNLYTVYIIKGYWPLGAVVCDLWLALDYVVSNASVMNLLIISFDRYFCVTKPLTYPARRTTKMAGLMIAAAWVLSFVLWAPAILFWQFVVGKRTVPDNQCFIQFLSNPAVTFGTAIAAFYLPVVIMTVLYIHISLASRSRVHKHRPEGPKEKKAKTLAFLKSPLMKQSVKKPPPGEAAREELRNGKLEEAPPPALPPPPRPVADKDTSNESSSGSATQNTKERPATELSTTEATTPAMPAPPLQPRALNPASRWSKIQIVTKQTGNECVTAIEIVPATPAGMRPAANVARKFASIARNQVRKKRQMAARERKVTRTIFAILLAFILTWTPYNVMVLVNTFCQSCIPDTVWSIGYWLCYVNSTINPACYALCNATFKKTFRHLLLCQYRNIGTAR
M1 PAM: positive allosteric modulators of human M1 muscarinic receptor; P11229; CHO-K1 hM1, Fluo-8 calcium fluorescence, ACh EC20; 0% = ACh EC20, 100% = maximal ACh; activation, % at 3 µM; 360,000 tested, 0.088% active; AID 588819; in the data active = activation above about 19%, passing the limit was not always enough
CHRM4 agonist: CHRM4 agonism in calcium assay | activation, % at 3 µM | P08173 | 360,000 tested, 0.14% active | AID 624127 | CHO-K1 hM4/Gqi5, Fluo-8 calcium fluorescence; vehicle 0%, full acetylcholine response 100%;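 active = activation above the run mean over all test wells plus 3 SD, cut at about 32% in these data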;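 note: peak over basal fluorescence ratio per well then scaled between controls; 0% = DMSO wells and 100% = acetylcholine at EC100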
CHO parental Ca: signal in parental CHO cells, OX1R antagonist counter-screen | parental CHO-K1, ATP-induced calcium, Fluo-8 fluorescence | 330,000 tested, 0.63% active | inhibition, % at 5.6 µM;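 active = inhibition above that plate's mean sample inhibition plus 3 SD, cut at about 26% in these data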;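 note: 0% = ATP-challenged DMSO wells and 100% = DMSO wells without ATP; some compounds past the cut are filed as inactive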
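Assay system: untransfected parental CHO cell line. Also added: ATP agonist challenge. Dosing: one dose, 5.6 µM nominal. Measured by: Fluo-8 fluorescence. Read-out: % inhibition. Benchmarks: ATP wells versus no-ATP DMSO wells. Repeats: no replicates.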
CHO-K1 Ca ag: nonselective activator or artifact in parental CHO-K1 cells. Fluo-8 calcium fluorescence; scaled to maximal ATP response, vehicle zero. activation, % at 3 µM. 360,000 tested, 0.48% active. AID 602248; in the data active = activation above about 15%;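 note: untransfected CHO-K1 host cells lacking M1 receptor as counterscreen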
OXTR potentiator: potentiates the human oxytocin receptor response | activation, % at 3 µM | 320,000 tested, 0.061% active | P30559 | CHO-OTR cells, Fluo-8 calcium fluorescence, potentiator mode; 0% = oxytocin EC15, 100% = EC100;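 active = activation above that plate's cutoff, the mean activation of tested compounds plus 3 SD, cut at about 6.6% in these data, passing the limit was not always enough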;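 note: 100% uses oxytocin at 75 nM as the full agonist control; some results filed as inactive read as strong as hits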
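Assay system: CHO cell line stably expressing human OTR | Also added: Oxytocin at about EC15, sub-maximal agonist stimulus | Times: Compound 6 min at room temperature before oxytocin, 100 s read | Measured by: Fluo-8 intracellular calcium fluorescence, ex 470-495, em 515-575 nm | Controls: EC15 oxytocin alone as 0%, 75 nM oxytocin as 100%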
The depositor's hits bear a star; · = no result given; & = joins results of further samples.

SMILES	CHO-K1 Ca antag	M1 ag	M1 antag	CHRM4 antagonist	M1 PAM	CHRM4 agonist	CHO parental Ca	CHO-K1 Ca ag	OXTR potentiator
CCOc1cc(/C=C2/C(=N)N3C(=NC2=O)SN=C3S(=O)(=O)C(C)C)ccc1OC(=O)c1ccco1	-3	0	-2	2	4	0	5	6.8	0
CN(C)CCNC(=O)Cc1ccc([N+](=O)[O-])cc1	13	-6	2	11	-5	-1	-3	-0.4	-4
Cc1ccc(-c2cc(C(F)F)nc(NCc3cccnc3)n2)cc1	-12	3	-15	-2	11	1	-44	1.2	-4
Cc1cccc(C)c1NC1=NCCCCC1	-15	-7	-13	1	9	1	-11	0.1	-2
COc1ccc(NS(=O)(=O)c2ccc(Cl)c(NC(=O)c3ccccc3F)c2)cc1	-18	3	-16	1	3	4	-11	0.7	-10
Nc1nc(SCC(=O)NCc2ccccc2)n[nH]1	-12	-2	-11	5	12	0	-2	0.4	8
O=C(O)c1ccc(CNc2ccccc2C(=O)O)cc1	-14	-2	-12	-4	8	1	2	0.2	-3
CN(C(=O)CSc1nnc(C(F)(F)F)n1C)c1c(N)n(Cc2ccccc2)c(=O)[nH]c1=O	-2	-3	3	0	-6	0	·	0.2	·
C[C@H](NC(=O)OC(C)(C)C)C(=O)N/N=C/c1ccc2nccnc2c1	-8	-3	-11	0	3	1	-1	0.8	-1
Cc1c(NC(=S)N/N=C/c2ccc(N(C)C)cc2)c(=O)n(-c2ccccc2)n1C	0	-10	-6	1	12	1	-16	0.1	5
CCc1ccc(C(=O)Nn2cnc3ccccc3c2=O)cc1	-4	-7	-3	3	1	1	-10	0.7	-3
CC(=O)NN1C(=O)/C(=C\c2ccccc2)SC1=S	-10	-3	-25	-9	4	1	-8	0.2	-1
O=C(CC(c1ccco1)S(=O)(=O)c1ccccc1)c1ccccc1 (stereo not drawn)	-18	-4	-12	-11	9	1	-19	-0.3	-5
CC1(C(=O)NS(=O)(=O)c2ccc(Br)cc2)CCN1C(=O)CCC1CCCC1 (stereo not drawn)	-7	-2	-11	-1	12	0	·	-0.3	·
CCOc1ccc(N(CC(=O)Nc2ccccc2C(=O)N2CCOCC2)S(=O)(=O)c2ccc(F)cc2)cc1	-9	-9	-5	-1	3	4	-13	3.1	2
O=C(Nc1ccc2oc(-c3ccccc3)nc2c1)c1cccs1	4	-2	3	5	0	5	-14	0.7	-6
C=CCN(c1nc(C)cc(OC)n1)S(=O)(=O)c1ccccc1	-4	-8	-24	0	11	-2	-7	-1.1	-8
COC(=O)[C@H](CCSC)NC(=O)NCc1ccccn1	-11	0	-6	-5	2	0	-2	0.0	-1
COc1ccc(NC(=O)CN2CCN(Cc3ccccc3)CC2)cc1	-5	-6	-22	0	12	1	10	0.7	-10
COc1ccccc1CNC(=O)Cn1nnnc1CN(C)C(C)C	7	-1	-17	-1	14	1	-13	-0.2	-2
COc1cc2oc(=O)cc(CN3CCCCCCC3)c2cc1Cl	-13	-6	-18	8	-3	-1	·	0.1	·
CC(C)C[C@@H](CN1CCCC1CN1C(=S)NC[C@@H]1Cc1ccc(O)cc1)N1C[C@H](Cc2ccccc2)N(CCc2ccccc2)C1=S (stereo partly drawn)	-5	0	-11	-15	7	-1	·	0.0	·
CCOC(=O)c1c(-c2ccccc2)csc1NC(=O)CSc1nnc(C)s1	11	-6	10	16	-9	8	0	7.7	-3
Cc1nc2nc(C)c(CCC(=O)Nc3ccc4c(c3)OCO4)c(C)n2n1	-1	-1	-12	13	7	1	-3	0.0	-10
CCN(CC)CCNC(=O)c1ccc(NC(C)=O)cc1	-1&-7	-2&-5	-18&-25	-14&2	-1&1	2&1	-1&-14	0.8&0.3	-4&-5
Cc1ccc(CCn2c3c(c4ccccc42)CN(C)CC3)cn1	-21	-7	-22	-2	-5	1	-19	0.2	-7
COc1ccc(S(=O)(=O)NC2CC(C)(C)NC(C)(C)C2)cc1C(C)C	-18	-4	1	4	-1	0	-25	1.0	-2
O=C(COC(=O)c1ccc(O)cc1)Nc1ccccc1-c1ccccc1	11	-2	29	21	-16	13	43*	7.2	-18
CC(Nc1cc(N2CCCC2)ccc1[N+](=O)[O-])c1ccccc1 (stereo not drawn)	0	-3	-20	-5	-5	-1	1	1.4	-13
CCc1c(O)nc(SCC(=O)Nc2ccc(Cl)cc2)n(-c2ccccc2)c1=O	-15	-1	-17	-6	15	0	·	0.2	·

Grouped by structure: the entries above containing two or more sulfur atoms (4)
SMILES	CHO-K1 Ca antag	M1 ag	M1 antag	CHRM4 antagonist	M1 PAM	CHRM4 agonist	CHO parental Ca	CHO-K1 Ca ag	OXTR potentiator
CCOc1cc(/C=C2/C(=N)N3C(=NC2=O)SN=C3S(=O)(=O)C(C)C)ccc1OC(=O)c1ccco1	-3	0	-2	2	4	0	5	6.8	0
CC(=O)NN1C(=O)/C(=C\c2ccccc2)SC1=S	-10	-3	-25	-9	4	1	-8	0.2	-1
CC(C)C[C@@H](CN1CCCC1CN1C(=S)NC[C@@H]1Cc1ccc(O)cc1)N1C[C@H](Cc2ccccc2)N(CCc2ccccc2)C1=S (stereo partly drawn)	-5	0	-11	-15	7	-1	·	0.0	·
CCOC(=O)c1c(-c2ccccc2)csc1NC(=O)CSc1nnc(C)s1	11	-6	10	16	-9	8	0	7.7	-3

Going on with the list:
SMILES	CHO-K1 Ca antag	M1 ag	M1 antag	CHRM4 antagonist	M1 PAM	CHRM4 agonist	CHO parental Ca	CHO-K1 Ca ag	OXTR potentiator
CC(C)[C@H](Nc1nc(-c2ccccc2)nc2c1oc1ccccc12)C(=O)O	0	-5	-2	0	8	1	2	0.6	-19
COc1cccc(COC(=O)C2CCN(S(=O)(=O)c3ccc(C)cc3C)CC2)c1OC	10	-1	24	17	-9	15	3	4.2	-15
COc1ccccc1NCC(=O)NNC(C)C(=O)Nc1cccc(Cl)c1 (stereo not drawn)	-11	-2	-5	5	6	3	-13	1.7	-8
N#Cc1c(F)cccc1NCc1cccs1	4	-5	-15	-1	11	-1	3	-0.1	-6
COc1ccccc1NS(=O)(=O)c1ccc2[nH]c(=S)oc2c1	-14	0	-9	-5	6	1	-14	0.5	2
CN(NS(=O)(=O)c1ccc(Cl)cc1)c1cnn(C)c(=O)c1Cl	-4	-3	18	6	-5	0	-15	-0.2	0
Cc1cc(C)cc(NC(=S)NCCCN2CCOCC2)c1	-7	-11	-8	1	15	1	3	1.3	0
COC(=O)c1c(C(=O)OC)c(-c2ccc(C)cc2)n2c1CS(=O)(=O)C2	-11	-3	-4	8	1	0	-13	0.5	-6
COC(=O)C1=C(C)NC(=O)NC1c1ccc2c(c1)OCO2 (stereo not drawn)	0	0	-14	2	8	0	-8	0.2	4
NC(=O)c1ccc(NC(=O)COC(=O)c2c[nH]c3ccccc23)cc1	-4	-2	-5	1	4	1	·	0.1	·
CN(CC#CC(O)(c1ccccc1)c1ccccc1)C(C)(C)C	-5	-9	100*	92*	-25	1	-19	0.3	-7
COc1ccc(C2=NC(CO)(CO)CO2)cc1	-8	-4	-8	-6	8	1	-5	0.2	-11
Cc1ccc(S(=O)(=O)N(C)C)cc1NC(=O)COC(=O)c1c(C)noc1C	-16	-9	-13	-5	6	2	-9	1.6	-5
CCc1nc(N)c(C#N)c(-c2ccncc2)c1C	5	-3	-8	-3	9	0	8	0.2	6
Cc1nn(-c2ccccc2)c2nc(C(F)F)cc(C(F)F)c12	6	-3	1	1	3	-1	-25	0.4	8
C[C@H]1COc2cc(N(C)CCO)ccc2S(=O)(=O)N1	-16	·	·	2	·	0	·	0.2	·
O=C(Nc1ccc2c(c1)OCCO2)c1ccc(Br)c(S(=O)(=O)N2CCOCC2)c1	11	1	6	-9	-3	9	·	2.9	·
Cc1ncccc1C(=O)N1CCCC(C(=O)c2ccc3c4c(cccc24)CC3)C1 (stereo not drawn)	8	-7	5	4	0	3	-30	0.7	-13
N#Cc1cc2c([nH]c1=S)CCCC2	-3	-2	10	0	1	2	-12	0.7	3
CCCCN(CC)CCCNC(=O)c1cn(C)c(=O)c2c1c1ccccc1n2C	-8	-7	-3	1	1	0	-9	0.5	-13
Cc1ccc(-n2c(C)nc3ncnc(-c4ccccc4)c32)cc1	-15	-10	-6	-13	10	1	-6	0.1	-5
Cn1nnc2cc(C(=O)N3CCC(c4ccccc4)C3)ccc21 (stereo not drawn)	-3	-5	-9	-1	7	2	3	0.7	-6
CCCn1c(SCC(=O)N2c3ccccc3CC2C)nnc1-c1ccco1 (stereo not drawn)	-8	-1	-17	11	13	5	2	2.5	-11
COc1ccc(NC(=O)CSc2ccc(-c3ccccn3)nn2)cc1OC	-15	-3	5	2	-2	0	-5	1.0	-5
Cc1ccc(S(=O)(=O)NC2CC2)cc1	0	3	-10	-7	9	1	3	6.8	-10
CN(Cc1cccc2cnccc12)C(=O)c1cc(COc2ccc(F)cc2Cl)on1	-3	-11	1	15	-12	9	-25	10	-10
O=C(CCNS(=O)(=O)c1ccccc1)OCC(=O)c1ccc[nH]1	3	-1	5	4	4	0	-13	-0.2	-8
CCOC(=O)COn1c(-c2cccc(Cl)c2)nc2ccc([N+](=O)[O-])cc21	18	1	20	4	-13	12	-3	6.9	-11
Cc1ccc(NC(=O)CN2c3cccc4cccc(c34)S2(=O)=O)cc1	6	-1	6	-5	1	1	-18	-0.2	-5
NNC(=O)c1sccc1OCc1ccc(F)cc1	-3	-1	-12	-4	12	2	-42	1.3	-10
Cc1ccc(S(=O)(=O)N2CCC(C(=O)O)CC2)cc1	-7	-6	4	-2	4	0	-8	0.5	-13
COc1cc2ncnc(N[C@H](C)c3ccccc3)c2cc1OC	-4	-4	-3	-9	1	12	-4	12	-22
CC(C)N1CCN(C(=O)c2ccc(OC3CCN(CCc4ccccc4)CC3)cc2)CC1	0	-6	43*	17	-20	0	-11	0.0	0
COc1ccc(C(=O)N2CCN(Cc3ccccc3C(F)(F)F)CC2)cc1	-9	-6	-21	3	11	0	0	1.2	-11
CC(=O)Nc1ccc(/C=C2\CCc3ccccc3C2=O)cc1	-3	-2	2	5	-3	16	-7	8.8	-11
COC(=O)C1=CN(Cc2ccc(OC)cc2)C=C(C(=O)OC)C1c1cc(OC)c(OC)c(OC)c1	-8	-2	-11	-3	3	0	-25	-0.5	-4
Cc1ccn2c(Nc3ccccc3C)c(-c3ccncc3)nc2c1	5	-9	-1	4	-1	0	-26	0.0	-6
CCSC1=C(C#N)C(c2cccs2)C(C(=O)OC)=C(C)N1 (stereo not drawn)	-1	-12	24	10	-12	-2	-17	-0.4	1
CN(c1ccc(OCc2ccc([N+](=O)[O-])cc2)cc1)S(=O)(=O)c1ccccc1	-1	2	8	-10	-6	6	13	3.3	-10
CC(OC(=O)CCNS(=O)(=O)c1cccs1)C(=O)Nc1ccc(S(N)(=O)=O)cc1 (stereo not drawn)	-2	-5	-2	-3	8	2	3	0.3	-4
Cc1ccc(NC(=O)Cn2cc([N+](=O)[O-])nc2C)cc1C	-18	-4	-12	-6	11	3	0	1.3	-2
O=C1NC(Cc2ccc(O)cc2)c2nc3cc(Cl)ccc3c(=O)n2-c2cc(Cl)ccc21 (stereo not drawn)	0	-1	-5	-6	2	5	·	1.3	·
